Neddyl block = cullin neddylation inhibition; P61081+Q13564; TR-FRET cullin neddylation, biochemical; calls only at 25 µM; 360,000 compounds, 0.58% hits; AID 651699; in the data active = inhibition above about 36%
Target sequence (P61081 whole entry, looked up): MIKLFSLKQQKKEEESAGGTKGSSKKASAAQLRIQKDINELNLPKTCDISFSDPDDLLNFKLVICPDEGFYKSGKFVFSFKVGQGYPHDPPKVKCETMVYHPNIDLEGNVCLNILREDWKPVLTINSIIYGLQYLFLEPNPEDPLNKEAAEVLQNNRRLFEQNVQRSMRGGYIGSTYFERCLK
Target sequence (Q13564 whole entry, looked up): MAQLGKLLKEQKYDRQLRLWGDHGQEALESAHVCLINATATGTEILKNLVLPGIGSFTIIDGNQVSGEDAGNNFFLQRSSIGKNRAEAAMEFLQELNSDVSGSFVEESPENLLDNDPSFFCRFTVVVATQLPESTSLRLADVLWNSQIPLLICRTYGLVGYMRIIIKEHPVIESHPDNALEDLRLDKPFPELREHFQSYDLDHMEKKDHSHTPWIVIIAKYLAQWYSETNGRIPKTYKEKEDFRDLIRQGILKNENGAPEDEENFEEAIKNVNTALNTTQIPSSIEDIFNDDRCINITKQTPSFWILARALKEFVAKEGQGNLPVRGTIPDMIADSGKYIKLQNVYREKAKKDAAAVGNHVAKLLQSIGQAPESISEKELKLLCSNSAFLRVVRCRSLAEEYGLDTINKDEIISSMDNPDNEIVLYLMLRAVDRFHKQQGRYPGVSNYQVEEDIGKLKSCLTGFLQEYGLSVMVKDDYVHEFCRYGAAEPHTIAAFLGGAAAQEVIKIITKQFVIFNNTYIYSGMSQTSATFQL
FAS TE block = inhibitors of human fatty acid synthase thioesterase domain | inhibition, % at 15 µM | AID 602261 | recombinant FAS-TE, OMFH fluorogenic substrate, fluorescence endpoint | P49327 | 360,000 compounds, 0.67% hits;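 active = compounds whose normalised, plate-corrected inhibition of enzyme fluorescence in the single-dose primary screen is 50% or more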;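 also: 0% = DMSO with enzyme and 100% = substrate without enzyme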
Rin1-Abl PPI inh = human Rin1-Abl interaction inhibition. 360,000 compounds, 0.4% hits. inhibition, % at 7.35 µM. TR-FRET Rin1/Abl binding, biochemical. P00519+Q13671; in the data active = inhibition above about 5%, passing the limit was not always enough
CendR NRP1 mod = alters CendR peptide binding to human NRP-1; AID 602438; O14786; 360,000 compounds, 0.85% hits; inhibition, % at 25 µM; FAM-RPARPAR peptide binding to NRP-1, fluorescence polarization;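 active = inhibition or corrected inhibition above about 18%, plus a signal ratio from 0.5 to 1.5, limit read from the data, passing the limit was not always enough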; also: strong numbers were not always called active
MsrA inhibitor = inhibits bovine methionine sulfoxide reductase A. AID 651718. 360,000 compounds, 0.75% hits. purified bovine MsrA, absorbance read-out. inhibition, % at 15.5 µM; in the data active = inhibition above about 4.5%;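 also: 0% = vehicle wells with enzyme and 100% = reference inhibitor wells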
MT1-MMP act inh = blocks activation of human MT1-MMP; HT1080 RFP-PRO-GFP cells, GFP/RFP ratio fluorescence, overnight; percent of plate control window, DMSO zero; GFP/RFP ratio change, % at 20 µM; 360,000 compounds, 0.061% hits; AID 651647;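 active = GFP/RFP ratio change of at least 30% with cell ATP level not reduced by more than half and red fluorescence within 50% of control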; also: strong numbers were not always called active
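Assay system: HT1080 RFP-PRO-GFP cells. Benchmarks: DMSO vehicle wells and RFP-L50D-GFP reporter cell wells. Times: overnight cell settling, then overnight compound exposure, 37 °C, 5% CO2. Compound: 20 µM single dose, 1% DMSO. Read-out basis: GFP/RFP fluorescence ratio.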
MsrA act = activates bovine MsrA enzyme | 360,000 compounds, 0.3% hits | purified bovine MsrA, absorbance read-out | AID 602163 | activation, % at 10.6 µM; in the data active = activation above about 7.5%;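 also: 0% = vehicle and 100% = reference activator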
SKN-1 block = C. elegans SKN-1 inhibition; C. elegans VP596 Pgst-4::GFP/RFP ratio, acrylamide-induced, 24 h; inhibition, % at 21.8 µM; 360,000 compounds, 0.49% hits; AID 624304;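 active = interference check ratio from 0.5 to 1.5 plus GFP to RFP signal ratio inhibition reaching or exceeding a fixed threshold, cut at about 30% in these data, passing the limit was not always enough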; also: some compounds called inactive have numbers as strong as hits
E coli Lon inh = inhibitors of E. coli Lon protease. P0A9M0. purified E. coli Lon protease, fluorescence polarization. inhibition, % at 7.94 µM. 360,000 compounds, 0.42% hits; in the data active = inhibition above about 13%, passing the limit was not always enough;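 also: 0% = enzyme with probe and DMSO and 100% = no enzyme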
An asterisk follows results filed as active. Compounds were not picked by outcome (roughly 4.2% active in at least one column).

CC(=O)Nc1ccc(SCC(=O)N(CCC#N)c2cc(C)cc(C)c2)cc1 was read as Neddyl block inactive, FAS TE block -4, Rin1-Abl PPI inh 0, CendR NRP1 mod 11, MsrA inhibitor 0.7, MT1-MMP act inh -1, MsrA act -7, SKN-1 block -20 and E coli Lon inh -10.
O=C(NN=C1C2CC3CC(C2)CC1C3)c1ccccc1O was read as Neddyl block inactive, FAS TE block -2, Rin1-Abl PPI inh -2, CendR NRP1 mod 5, MsrA inhibitor 0.0, MT1-MMP act inh 4, MsrA act -1, SKN-1 block -3 and E coli Lon inh -5.
For Cc1ccc(/C=C/C(=O)Nc2cccc(S(=O)(=O)N3CCOCC3)c2)o1 the results were Neddyl block inactive, FAS TE block 3, Rin1-Abl PPI inh 0, CendR NRP1 mod -18, MsrA inhibitor 5.0*, MT1-MMP act inh -5, MsrA act -6, SKN-1 block -4 and E coli Lon inh -4.
For CCc1ccc(NC(=O)CCc2nc3ccccc3[nH]2)cc1 the results were Neddyl block inactive, FAS TE block -5, Rin1-Abl PPI inh 0, CendR NRP1 mod -5, MsrA inhibitor 0.3, MT1-MMP act inh 5, MsrA act -2, SKN-1 block -4 and E coli Lon inh -8.
For Cn1c(SCC(=O)N2CC(=O)Nc3ccccc32)nnc1C(F)(F)F the results were Neddyl block inactive, FAS TE block -6, Rin1-Abl PPI inh -1, CendR NRP1 mod -10, MsrA inhibitor 1.4, MT1-MMP act inh 0, MsrA act -2, SKN-1 block 17 and E coli Lon inh -11.
Screening COc1cccc(/C=N/Nc2ncccc2[N+](=O)[O-])c1OC returned Neddyl block inactive, FAS TE block 1, Rin1-Abl PPI inh -8, CendR NRP1 mod -2, MsrA inhibitor 2.4, MT1-MMP act inh 2, MsrA act -3, SKN-1 block 3 and E coli Lon inh -8.
`COc1ccc(CNC(=O)c2cc3cccc(O)c3oc2=N)cc1` gave Neddyl block inactive, FAS TE block -4, Rin1-Abl PPI inh 1, CendR NRP1 mod -21, MsrA inhibitor 0.8, MT1-MMP act inh -8, MsrA act -5, SKN-1 block 5 and E coli Lon inh -46.
CN(NC(=O)c1ccc(Cl)cc1Cl)C1=NS(=O)(=O)c2ccccc21 was read as Neddyl block inactive, FAS TE block -7, Rin1-Abl PPI inh 1, CendR NRP1 mod 1, MsrA inhibitor 0.3, MT1-MMP act inh -5, MsrA act -5, SKN-1 block -14 and E coli Lon inh 1.
For O=C(NCc1ccccc1F)C(=O)NCC1CCCN1S(=O)(=O)c1ccccc1 (stereo not drawn) the results were Neddyl block inactive, FAS TE block -1, Rin1-Abl PPI inh -2, CendR NRP1 mod -3, MsrA inhibitor 0.3, MT1-MMP act inh -2, MsrA act -2, SKN-1 block 6 and E coli Lon inh -1.
`COCCN(C(=O)CSc1nn(-c2ccc(F)cc2)c(=S)s1)c1c(N)n(CC(C)C)c(=O)[nH]c1=O` gave Neddyl block inactive, FAS TE block 15, Rin1-Abl PPI inh 4, CendR NRP1 mod -2, MsrA inhibitor 0.5, MT1-MMP act inh -3, MsrA act -10, SKN-1 block 13 and E coli Lon inh 0.
For Cc1cccc(CS(=O)(=O)Cc2ccc(C(=O)NC3CCCCCC3)o2)c1 the results were Neddyl block inactive, FAS TE block -1, Rin1-Abl PPI inh 2, CendR NRP1 mod -2, MsrA inhibitor 1.3, MT1-MMP act inh 3, MsrA act -3, SKN-1 block 29 and E coli Lon inh -8.
`CC[n+]1c(/C=C/Nc2ccccc2)oc2ccccc21` gave Neddyl block inactive, FAS TE block -13, Rin1-Abl PPI inh -7, CendR NRP1 mod -77, MsrA inhibitor 3.4, MT1-MMP act inh -50, MsrA act -13, SKN-1 block 3 and E coli Lon inh -40.
`CCCCCCCCn1c(=O)c(C(=O)OC)c(N)c2ccccc21` gave Neddyl block inactive, FAS TE block 24, Rin1-Abl PPI inh -1, CendR NRP1 mod -4, MsrA inhibitor -0.7, MT1-MMP act inh -3, MsrA act 2, SKN-1 block 23 and E coli Lon inh -1.
Screening O=C(Nc1cccc(C(F)(F)F)c1)c1cc2ncc(Br)cn2n1 returned Neddyl block inactive, FAS TE block 3, Rin1-Abl PPI inh -12, CendR NRP1 mod 0, MsrA inhibitor 1.0, MT1-MMP act inh -3, MsrA act -3, SKN-1 block 14 and E coli Lon inh 12.
`Cc1ccc(OCC(=O)N(C)CC(=O)Nc2ccc(F)cc2)c([N+](=O)[O-])n1` gave Neddyl block inactive, FAS TE block -1, Rin1-Abl PPI inh -1, CendR NRP1 mod 4, MsrA inhibitor 0.4, MT1-MMP act inh 4, MsrA act -3, SKN-1 block 8 and E coli Lon inh 8.
For CC1COc2c3ccccc3nn21 (stereo not drawn) the results were Neddyl block inactive, FAS TE block -12, CendR NRP1 mod -12, MsrA inhibitor 1.1, MT1-MMP act inh 2, MsrA act -11, SKN-1 block 0 and E coli Lon inh -1.
For Cc1occc1C(=O)Nc1ccc(S(=O)(=O)N2CCN(C)CC2)cc1 the results were Neddyl block inactive, FAS TE block -2, Rin1-Abl PPI inh -1, CendR NRP1 mod -5, MsrA inhibitor -1.3, MT1-MMP act inh 2, MsrA act -1, SKN-1 block -15 and E coli Lon inh 5.
For C=CCn1c2ccccc2c2nnc(SCC(=O)NC(C(=O)OC)C(C)C)nc21 (stereo not drawn) the results were Neddyl block inactive, FAS TE block -1, Rin1-Abl PPI inh 2, CendR NRP1 mod -12, MsrA inhibitor 1.3, MT1-MMP act inh -4, MsrA act 1, SKN-1 block 1 and E coli Lon inh -1.
`CCC(C)NC(=O)C1CCN(S(=O)(=O)c2ccc3c(c2)CC(C)N3C(C)=O)CC1` (stereo not drawn) gave Neddyl block inactive, FAS TE block -6, Rin1-Abl PPI inh 4, CendR NRP1 mod -2, MsrA inhibitor 0.6, MT1-MMP act inh 0, MsrA act 1, SKN-1 block 5 and E coli Lon inh -8.
Screening Cn1c(=O)c2c(nc(N3CCOCC3)n2CCCNC2=NCCC2)n(C)c1=O returned Neddyl block inactive, FAS TE block -14, Rin1-Abl PPI inh 0, CendR NRP1 mod -5, MsrA inhibitor -0.8, MT1-MMP act inh 2, MsrA act -6, SKN-1 block -10 and E coli Lon inh -6.
Screening Cc1ccc(Nc2cnn(C34CC5CC(CC(CC(=O)O)(C5)C3)C4)c(=O)c2Cl)cc1 returned Neddyl block inactive, FAS TE block -7, Rin1-Abl PPI inh -5, CendR NRP1 mod -2, MsrA inhibitor 1.8, MT1-MMP act inh 1, MsrA act -8, SKN-1 block 4 and E coli Lon inh -1.
Screening O=C(Nc1ccc([N+](=O)[O-])cc1)Nc1ccc(Cl)cc1F returned Neddyl block inactive, FAS TE block 2, Rin1-Abl PPI inh 2, CendR NRP1 mod -1, MsrA inhibitor 2.1, MT1-MMP act inh -36, MsrA act -6, SKN-1 block 5 and E coli Lon inh 7.
S=C1NC(c2ccccc2)N2C(=S)NC(c3ccccc3)N12 (stereo not drawn) was read as Neddyl block inactive, FAS TE block 3, Rin1-Abl PPI inh -1, CendR NRP1 mod 3, MsrA inhibitor 0.0, MT1-MMP act inh 7, MsrA act 2, SKN-1 block 13 and E coli Lon inh -7.
Cc1cccn2c(=O)cc(COC(=O)C(C)Oc3ccccc3)nc12 (stereo not drawn) was read as Neddyl block inactive, FAS TE block 9, Rin1-Abl PPI inh 3, CendR NRP1 mod 3, MsrA inhibitor 1.6, MT1-MMP act inh 3, MsrA act -4, SKN-1 block 18 and E coli Lon inh -9.
Screening O=C(NC1(C(F)(F)F)NC(=O)N(c2ccccc2)C1=O)c1cccs1 (stereo not drawn) returned Neddyl block inactive, FAS TE block -3, Rin1-Abl PPI inh 0, CendR NRP1 mod 0, MsrA inhibitor 0.7, MT1-MMP act inh 3, MsrA act 3, SKN-1 block -16 and E coli Lon inh 7.
`COc1cccc(C(C(=O)NC2CCCC2)N(C(=O)c2ccco2)c2ccc(C(C)=O)cc2)c1OC` (stereo not drawn) gave Neddyl block inactive, FAS TE block 41, Rin1-Abl PPI inh 0, CendR NRP1 mod 6, MsrA inhibitor 1.3, MT1-MMP act inh -3, MsrA act -1, SKN-1 block 10 and E coli Lon inh -1.
`O=C(NCc1n[nH]c(=S)n1-c1ccccc1)c1cccs1` gave Neddyl block inactive, FAS TE block -8, Rin1-Abl PPI inh 0, CendR NRP1 mod 9, MsrA inhibitor 1.6, MT1-MMP act inh -2, MsrA act -1, SKN-1 block 4 and E coli Lon inh -4.
COc1ccc(-c2nsc3c(N4CCCC4)ncnc23)cc1 was read as Neddyl block inactive, FAS TE block 0, Rin1-Abl PPI inh 1, CendR NRP1 mod 4, MsrA inhibitor -0.9, MT1-MMP act inh 10, MsrA act -11, SKN-1 block 10 and E coli Lon inh 3.
Screening C/C(=N\NC(=O)CCc1ccc(S(=O)(=O)N2CCOCC2)cc1)c1ccccc1Cl returned Neddyl block inactive, FAS TE block 11, Rin1-Abl PPI inh 4, CendR NRP1 mod -7, MsrA inhibitor -0.6, MT1-MMP act inh 0, MsrA act 1, SKN-1 block 6 and E coli Lon inh 5.
`Cc1cc(C(=O)CSc2nnc(C3CC3)n2C2CC2)c(C)n1C(C)C` gave Neddyl block inactive, FAS TE block -7, Rin1-Abl PPI inh 1, CendR NRP1 mod 4, MsrA inhibitor 1.8, MT1-MMP act inh -3, MsrA act -2, SKN-1 block -4 and E coli Lon inh -12.

Brought forward from above: two entries, then new ones.
Screening C/C(=N\NC(=O)CCc1ccc(S(=O)(=O)N2CCOCC2)cc1)c1ccccc1Cl returned Neddyl block inactive, FAS TE block 11, Rin1-Abl PPI inh 4, CendR NRP1 mod -7, MsrA inhibitor -0.6, MT1-MMP act inh 0, MsrA act 1, SKN-1 block 6 and E coli Lon inh 5.
`Cc1cc(C(=O)CSc2nnc(C3CC3)n2C2CC2)c(C)n1C(C)C` gave Neddyl block inactive, FAS TE block -7, Rin1-Abl PPI inh 1, CendR NRP1 mod 4, MsrA inhibitor 1.8, MT1-MMP act inh -3, MsrA act -2, SKN-1 block -4 and E coli Lon inh -12.
`O=C(O)c1ccc(COc2ccccc2/C=C2\NC(=O)N(Cc3ccccc3F)C2=O)cc1` gave Neddyl block inactive, FAS TE block -4, Rin1-Abl PPI inh 2, CendR NRP1 mod 7, MsrA inhibitor 3.5, MT1-MMP act inh 1, MsrA act -5, SKN-1 block 2 and E coli Lon inh -6.
Screening O=C1CN(S(=O)(=O)c2ccccc2C(F)(F)F)CCN1 returned Neddyl block inactive, FAS TE block -4, Rin1-Abl PPI inh -2, CendR NRP1 mod -11, MsrA inhibitor -0.9, MT1-MMP act inh 2, MsrA act -4, SKN-1 block -1 and E coli Lon inh 9.
Cc1cc(=O)oc2cc(OCC(=O)NCCCN3CCCC3=O)c(Cl)cc12 was read as Neddyl block inactive, FAS TE block -8, Rin1-Abl PPI inh 0, CendR NRP1 mod 10, MsrA inhibitor 2.3, MT1-MMP act inh 1, MsrA act -3, SKN-1 block 3 and E coli Lon inh -6.
For c1ccc(-c2noc(CN3CCN(c4ccccc4)CC3)n2)cc1 the results were Neddyl block inactive, FAS TE block 11, Rin1-Abl PPI inh -1, CendR NRP1 mod -1, MsrA inhibitor -0.2, MT1-MMP act inh 2, MsrA act -1, SKN-1 block 13 and E coli Lon inh -6.
`COc1ccc(NC2=Nc3ccccc3CC2)cc1` gave Neddyl block inactive, FAS TE block -2, Rin1-Abl PPI inh 2, CendR NRP1 mod -8, MsrA inhibitor 2.3, MT1-MMP act inh -3, MsrA act -3, SKN-1 block 8 and E coli Lon inh 0.
`COc1ccc(C(NC(=O)CN2C(=O)NC3(CCc4ccccc43)C2=O)c2ccccc2)cc1` (stereo not drawn) gave Neddyl block inactive, FAS TE block 8, Rin1-Abl PPI inh 0, CendR NRP1 mod -12, MsrA inhibitor -1.1, MT1-MMP act inh 8, MsrA act -1, SKN-1 block 15 and E coli Lon inh -5.

Assay outcomes: PubChem BioAssay, several laboratories
